B2AR arrestin: qHTS assay of beta-arrestin-biased ligands of beta2-adrenergic receptor. Potency, µM (titrated, usually from 46.1 µM), inactives show at the highest dose activation, hits mostly activators. AID 492947, 2010. actives 0.02% (n = 330,000). beta-arrestin recruitment to beta2AR, cell-based reporter;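 note: potency is the fitted concentration of half-maximal effect; 0% = DMSO controls and full agonism = EC100 isoproterenol or metaproterenol; nearly all actives have a fitted effect of over 65% in size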
ELG1 genotox: qHTS screen for small molecules that induce genotoxicity in human embryonic kidney (HEK293T) cells expressing luciferase-tagged ELG1. HEK293T ELG1-luciferase reporter, luminescence, 16 h. Potency, µM (highest dose often 46 µM), without a hit: at the top dose activity change, positive = activation, actives largely listed as activators. actives 1.3% (n = 330,000). AID 504466, 2011; note: potency is the fitted concentration of half-maximal effect; % of control where 0% means no effect; nearly all actives have a fitted effect of over 60% in size
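Genotoxic stress is detected as increased luminescence from luciferase-tagged ELG1 in HEK293T cells, measured with ONE-Glo after a 16 hr treatment at 37 °C.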
Integrin act MD: qHTS for Activators of Integrin-Mediated Alleviation for Muscular Dystrophy | alpha7betagal myoblasts, beta-gal FDG fluorescence, 48 h | Potency, µM (top dose mostly 38.3 µM), for the others: top-dose activation, most hits filed as activators | actives 0.064% (n = 350,000);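 note: potency is the fitted concentration of half-maximal effect; 100% = response of the positive control SU9516; nearly all actives have a fitted effect of over 60% in size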
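alpha7betagal+/- myoblasts (passage 13, 250/well) treated 48 h at 37C with compounds at 1:260 dilution of DMSO stock. Lysed, then beta-galactosidase activity read as FDG fluorescence (ex 480/em 540) after 30 min, with pre-read for autofluorescence.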
TRPV1 agonist: HTS Assay for Compounds that Act as Agonists of the Vanilloid Receptor 1 | Transient receptor potential cation channel subfamily V member 1 (Homo sapiens), Q8NER1 | TRPV1-expressing cells, Fluo-8 calcium influx, agonist mode | activation, % at 8.33 µM | actives 0.19% (n = 320,000) | AID 540275, 2011; in the data active = activation above about 80%; inconclusive = between about 30% and that limit; note: 0% is about no effect
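Fluo-8 calcium influx in TRPV1-expressing cells, kinetic read (ex 480/em 520 nm). Compound added and read 3 min for agonist activity, followed by capsaicin at EC20 final and 2 min further read for enhancement.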
BRCA1 expr act: qHTS Assay to Identify Small Molecule Activators of BRCA1 Expression | MCF7-BRCA1-FFLuc reporter, luminescence, 48 h; response scale: scaled: vehicle 0%, 10 µM genistein 100% | actives 1.1% (n = 380,000) | Potency, µM (titrated, usually from 46.1 µM), inactives show at the highest dose activation, usual class: activators; note: potency is the fitted concentration of half-maximal effect; nearly all actives have a fitted effect of over 80% in size; some results filed as inactive show a strong effect at the top dose
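MCF7 cells carrying a BRCA1-firefly luciferase reporter (2000 cells/well, phenol-red free MEM) were attached for 2 h at 37 °C, then given compounds for 48 h. Luminescence was read 15 min after luciferase reagent; activity normalized to genistein (10 microM) and DMSO.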
Eya2 inh: qHTS Assay for Inhibitors of the Phosphatase Activity of Eya2 | Protein phosphatase EYA2 (Homo sapiens), O00167 | recombinant Eya2, OMFP fluorescence dephosphorylation (OMFP is methylfluorescein phosphate) | Potency, µM (titrated, usually from 76.9 µM), inactives show at the highest dose activity, negative = inhibition, most hits filed as inhibitors | actives 0.006% (n = 330,000) | AID 488837, 2010; note: potency is the fitted concentration of half-maximal effect; % is set by controls: 0 for no effect and ±100 for the full control effect
Target sequence (O00167 whole entry, looked up): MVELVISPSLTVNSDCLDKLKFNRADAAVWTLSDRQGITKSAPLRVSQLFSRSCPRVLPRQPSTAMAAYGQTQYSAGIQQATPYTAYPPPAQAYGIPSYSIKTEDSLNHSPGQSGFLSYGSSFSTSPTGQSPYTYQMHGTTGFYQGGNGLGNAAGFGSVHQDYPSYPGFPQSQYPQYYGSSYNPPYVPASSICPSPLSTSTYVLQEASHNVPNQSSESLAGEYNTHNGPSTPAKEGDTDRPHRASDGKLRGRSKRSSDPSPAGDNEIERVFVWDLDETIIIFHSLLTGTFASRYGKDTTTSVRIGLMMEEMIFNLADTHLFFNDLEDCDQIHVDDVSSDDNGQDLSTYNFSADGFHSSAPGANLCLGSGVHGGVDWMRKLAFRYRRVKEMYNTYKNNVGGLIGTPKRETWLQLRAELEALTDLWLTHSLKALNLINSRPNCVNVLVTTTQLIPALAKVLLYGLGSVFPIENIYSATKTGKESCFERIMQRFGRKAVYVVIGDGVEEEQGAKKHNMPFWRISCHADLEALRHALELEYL
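Eya2 (0.2 uM) preincubated 10 min at ambient with compound, then OMFP substrate added at 50 uM; 10 min reaction in 50 mM HEPES pH 7.5, 50 mM NaCl, 5 uM MgCl2, 0.05% BSA, 1 mM DTT. Fluorescence read at Ex 485/Em 525 nm.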
p53 reactivator: qHTS assay for re-activators of p53 using a Luc reporter; Potency, µM (titrated, usually from 92.2 µM), for the others: top-dose activity change, positive = activation, hits mostly activators; AID 504706, 2011; actives 0.063% (n = 320,000); H1299 p53-A138V BP100-luciferase reporter, luminescence, 24 h; note: potency is the fitted concentration of half-maximal effect; % of control where 0% means no effect; nearly all actives have a fitted effect of over 45% in size
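p53-null H1299 cells stably carrying temperature-sensitive p53-A138V and a BP100-luciferase reporter were pinned with compounds (4-point, 1:5 series) and held 24 hrs at 37 deg C. Luminescence was read 10 min after detection reagent.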
uPA generation: qHTS for Inhibitors of Cell Surface uPA Generation. cell surface uPA generation assay, qHTS. Potency, µM (highest dose often 38.3 µM), for the others: top-dose activity change, negative = inhibition, hits mostly inhibitors. actives 0.31% (n = 330,000). AID 540303, 2011; active = well fitted inhibition curve with a large enough effect; inconclusive = small, poorly fitted or top-dose-only effect; inactive = no such curve, though single readings can be large or run the other way; tested in mouse RAW 264.7 cells; note: potency is the fitted concentration of half-maximal effect; % is set by controls: 0 for no effect and ±100 for the full control effect; nearly all actives have a fitted effect of over 55% in size
ASM inhibitor: Inhibitors of Secretory Acid Sphingomyelinase (S-ASM): qHTS; AID 504937, 2011; Sphingomyelin phosphodiesterase (Homo sapiens), P17405; Potency, µM (series often up to 57.5 µM), for the others: top-dose activity change, negative = inhibition, usual class: inhibitors; placental ASM, HMU-PC fluorogenic substrate, 60 min; actives 0.006% (n = 340,000); note: potency is the fitted concentration of half-maximal effect
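HMU-PC0 cleavage (9 uM final) by human placental ASM, 60 min at 37 °C following 10 min compound exposure at RT; stopped at pH 10, fluorescence Ex 386/Em 447 nm.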
TSG101-PTAP inh: qHTS Assay for Iinhibitors of HIV-1 Budding by Blocking the Interaction of PTAP/TSG101; AID 493005, 2010; Potency, µM (highest dose often 115 µM), for inactives: top-dose activity change, negative = inhibition, usual class: inhibitors; 340,000 tested, under 10 active; Tumor susceptibility gene 101 protein (Homo sapiens), Q99816; Fluorescence polarization, FITC-PTAP peptide / Tsg101 binding; active = well fitted inhibition curve with a large enough effect in the main read-out, with a control signal flat, not every such curve was filed as active; inconclusive = small, poorly fitted or top-dose-only effect, or effect the other way, or a change in a side signal; inactive = no such curve, though single readings can be large or run the other way; note: potency is the fitted concentration of half-maximal effect; % of control where 0% means no effect
Target sequence (Q99816 whole entry, looked up): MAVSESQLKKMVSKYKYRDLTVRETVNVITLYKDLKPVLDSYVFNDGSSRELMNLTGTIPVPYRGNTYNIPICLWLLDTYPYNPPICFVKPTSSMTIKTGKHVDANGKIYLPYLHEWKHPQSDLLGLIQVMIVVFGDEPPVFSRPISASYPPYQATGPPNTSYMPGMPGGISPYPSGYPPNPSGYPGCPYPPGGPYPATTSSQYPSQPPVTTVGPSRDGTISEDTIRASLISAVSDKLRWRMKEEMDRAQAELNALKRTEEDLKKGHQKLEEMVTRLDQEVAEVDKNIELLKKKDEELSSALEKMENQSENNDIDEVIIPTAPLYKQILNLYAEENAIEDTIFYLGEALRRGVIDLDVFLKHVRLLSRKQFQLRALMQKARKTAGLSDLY
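Steps: Tsg101 binding domain dispensed (10 uM final), compounds pinned in DMSO, FITC-labeled PTAP-motif peptide added (50 nM final); after 20 min binding at room temperature, polarization measured.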
USP2a inh: qHTS Assay for Inhibitors of Ubiquitin-specific Protease USP2a Using CHOP2 as the Reporter. Ubiquitin carboxyl-terminal hydrolase 2 (Homo sapiens), O75604. USP2 core, Ub-CHOP2 coupled fluorogenic reporter, 485/531. Potency, µM (top dose mostly 38.3 µM), without a hit: at the top dose activity change, negative = inhibition, hits mostly inhibitors. actives 0.01% (n = 330,000);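 note: potency is the fitted concentration of half-maximal effect; plate controls were DMSO wells for no effect and full inhibition by NEM control for full effect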
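Cell-free coupled assay: 10nM USP2 core preincubated 30min RT with compound in Tris-HCl pH 8.0/CaCl2/CHAPS buffer, then 25nM Ub-CHOP2 and 25nM reporter substrate; fluorescence (Ex 485/Em 531) read after 60min RT, normalized to NEM inhibition, concentration-response curves fitted.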
* hit, by the source's call; ? = inconclusive; . = not tested or not shown; [ ] = another dose, or the depositor's remark. Unless noted, calls come from the whole dose curve; as a rule, active = well fitted curve in the direction sought with a large enough effect; inconclusive = small, poorly fitted or top-dose-only effect, or another doubt; inactive = no such curve, though single readings can be large; an effect the other way counts as inactive or inconclusive.

SMILES	B2AR arrestin	ELG1 genotox	Integrin act MD	TRPV1 agonist	BRCA1 expr act	Eya2 inh	p53 reactivator	uPA generation	ASM inhibitor	TSG101-PTAP inh	USP2a inh
Fc1ccc(N2N=C(c3cccs3)CC2c2ccco2)c(F)c1 (centres undefined)	0.1%	0%	-18%	-3	-12%	-7%	?	.	.	1%	-9%
O=C(NCc1ccccn1)c1cc(S(=O)(=O)N2CCCCCC2)ccc1Cl	0.2%	-3%	27%	4	-6%	1%	.	-1%	-1%	.	2%
Clc1ccc(OCCn2ccnc2)c2ccccc12	.	.	9%	6	-13%	.	.	10%	-2%	.	.
O=C(Cn1cc(C(F)(F)F)cc(Cl)c1=O)Nc1cccc(S(=O)(=O)N2CCCCC2)c1	0.2%	1%	-8%	-1	7%	7%	0%	-6%	-4%	-8%	1%
COCCNC(=O)Cn1cnc2ccc(S(=O)(=O)N3CCC(C)CC3)cc2c1=O	-0.2%	-1%	14%	-2	-10%	-5%	-4%	0%	-1%	-8%	-2%
Cc1nc(C(=O)N2CCCC(Nc3ccc(C)c(C)c3)C2)cs1 (centres undefined)	-0.2%	0%	12%	?	0%	4%	-8%	2%	2%	-8%	3%
Cc1cccc(Cc2c(C)nc3nc(SCC(=O)NCc4ccco4)nn3c2C)c1	-0.7%	-3%	-12%	9	-32%	3%	-8%	-7%	-1%	1%	3%
COc1cccc(CN(CC(=O)NC2CCCC2)C(=O)CCC(=O)Nc2cc(C)on2)c1	-0.2%	-6%	-14%	0	-6%	8%	-4%	-1%	2%	-5%	4%
COc1c(C)cc(C(=O)C2CCCN(C(=O)Cn3nc(C)nc3C)C2)cc1C (centres undefined)	0.0%	1%	5%	-3	-2%	13%	1%	0%	5%	-3%	-2%
COc1ccccc1C(=O)NCCC(=O)N1CCCC(C(F)(F)F)C1 (centres undefined)	.	.	0%	.	-5%	.	.	1%	1%	3%	.
O=C(NCC1CCCO1)C1CCN(S(=O)(=O)c2ccccc2)CC1 (centres undefined)	-0.2%	3%	-19%	-1	1%	-9%	-1%	1%	3%	-5%	-4%
CN(C)CCCNC(=O)c1ccc(Cl)c(S(=O)(=O)N(C)c2ccccc2)c1	-0.1%	4%	-30%	3	-1%[1.84 µM]	0%	4%	-1%	0%	1%	-4%

Brought forward from above: five compounds, then new ones.
SMILES	B2AR arrestin	ELG1 genotox	Integrin act MD	TRPV1 agonist	BRCA1 expr act	Eya2 inh	p53 reactivator	uPA generation	ASM inhibitor	TSG101-PTAP inh	USP2a inh
COc1cccc(CN(CC(=O)NC2CCCC2)C(=O)CCC(=O)Nc2cc(C)on2)c1	-0.2%	-6%	-14%	0	-6%	8%	-4%	-1%	2%	-5%	4%
COc1c(C)cc(C(=O)C2CCCN(C(=O)Cn3nc(C)nc3C)C2)cc1C (centres undefined)	0.0%	1%	5%	-3	-2%	13%	1%	0%	5%	-3%	-2%
COc1ccccc1C(=O)NCCC(=O)N1CCCC(C(F)(F)F)C1 (centres undefined)	.	.	0%	.	-5%	.	.	1%	1%	3%	.
O=C(NCC1CCCO1)C1CCN(S(=O)(=O)c2ccccc2)CC1 (centres undefined)	-0.2%	3%	-19%	-1	1%	-9%	-1%	1%	3%	-5%	-4%
CN(C)CCCNC(=O)c1ccc(Cl)c(S(=O)(=O)N(C)c2ccccc2)c1	-0.1%	4%	-30%	3	-1%[1.84 µM]	0%	4%	-1%	0%	1%	-4%
O=C(OCc1nnc(-c2ccccc2)o1)c1cccc(-n2cnnn2)c1	0.1%	4%	-8%	0	-6%	7%	4%	1%	-1%	0%	-5%
CCc1ccc(N(C(=O)CNC(=O)c2ccco2)C(C(=O)NCC2CCCO2)c2ccccc2)cc1 (centres undefined)	0.0%	-12%	-18%	16	-17%	-9%	7%	-6%	0%	1%	-1%
CC1(C)CC(=O)c2cc(OCC(=O)O)ccc2O1	0.2%	5%	-17%[7.66 µM]	5	-22%	-23%	9%	.	497%[activator]	-4%	-2%
COc1ccc(OC)c(-c2csc(N(Cc3ccco3)C(=O)c3cccs3)n2)c1	3.0%	-4%	-1%	0	-45%	4%	7%	2%	-3%	-5%	-13%
COc1ccc(CCNC(=O)C2CCN(S(=O)(=O)c3ccc(Cl)cc3)CC2)cc1OC	5.8%	-4%	21%	-2	-37%	-6%	-9%	4%	0%	-5%	0%
Nc1cc2c([N+](=O)[O-])cccc2o1	0.2%	3%	20%	0	-36%	-2%	26%	-3%	-5%	-5%	-1%
Cc1ccc(S(=O)(=O)N2CCOCC2)cc1NC(=O)CSc1nnc(C2CC2)n1C1CC1	0.3%	1%	0%	-1	-1%	6%	0%	-21%	6%	-2%	3%
Cc1c(C)c2ccc(O[C@@H]3O[C@H](CO)[C@H](O)[C@H](O)[C@H]3O)c(C)c2oc1=O	-0.5%	4%	-7%	1	10%	5%	4%	4%	8%	0%	0%
Cc1cc(C)n(CC(O)COc2ccc(C(C)(C)C)cc2)n1 (centres undefined)	-0.1%	2%	-7%	5	1%	-22%	12%	4%	0%	-1%	-6%
O=C(CN1CCOCC1)N/N=C/c1ccccc1	-0.8%	0%	15%	-1	2%	7%	0%	0%	2%	-5%	-1%
CCOC(=O)C1CCN(c2c(NCc3ccc(C(=O)NC4CCCC4)cc3)c(=O)c2=O)CC1	-0.9%	3%	3%	.	4%	-5%	-4%	5%	-3%	1%	1%
CCc1nnc(NS(=O)(=O)c2ccc(NS(=O)(=O)c3ccc(NC(C)=O)cc3)cc2)s1	-0.3%	-2%	.	-5	.	-4%	-4%	.	.	.	2%
FC(F)(F)c1cc(CCN2CCNC[C@@H]2CC2CCCCC2)cc(C(F)(F)F)c1	-0.2%	4%	-45%[inhibitor]	.	-12%	?	-17%	-18%	-8%	-10%	-1%
C[C@@H]1C(=O)O[C@H]2C[C@@]34[C@H]5C[C@@H](C(C)(C)C)[C@]36[C@@H](OC(=O)[C@@H]6O)O[C@@]4(C(=O)O5)[C@]21O	-0.2%	0%	10%	3	9%	-7%	-1%	0%	-1%	-7%	0%
Cc1ccc(C)c(S(=O)(=O)N2CCN(C(=O)CSc3ccccc3)CC2)c1	-0.7%	-12%	3%	-1	-11%	-2%	-1%	20%	0%	.	5%
COc1ccc(OCC(=O)NNC(=O)c2cc3ccccc3o2)cc1	-1.6%	0%	30%	0	-13%	14%	-1%	10%	1%	0%	-1%
CC(C)CC(NC(=O)C(COCc1ccccc1)NC(=O)OC(C)(C)C)C(=O)NN (centres undefined)	-0.4%	3%	-13%	2	-18%	-22%	-3%	13%	7%	2%	0%
CCOc1ccc(-c2nnc(-c3cccnc3)o2)cc1OCC	-0.1%	0%	-15%	-1	2%	1%	5%	-1%	-3%	-6%	2%
CC(=O)c1ccc(NC(=O)Nc2ncn(Cc3cccc(C)c3)n2)cc1	-0.6%	15%	-24%	5	-17%	3%	1%	.	2%	-2%	0%
Cc1cccc(NC(=O)CNC(=O)CN2CCN(C)CC2)c1C	-0.9%	-2%	14%	3	2%	19%	13%	0%	5%	-1%	1%
COC(=O)c1ccc2c(=O)n(CCN3CCOCC3)c(SCC(=O)Nc3ccc(C)cc3)nc2c1	-0.1%	-1%	-12%	-4	1%	-12%	11%	?	-1%	2%	-1%
CCc1ccccc1NC(=O)COc1ccc2c(c1)OCO2	0.3%	6%	-12%	6	0%	-6%	-2%	2%	4%	0%	7%
COc1ccc(-c2cn(-c3ccc(C)cc3C)c(=O)[nH]2)cc1OC	-0.3%	0%	0%	3	2%	13%	-2%	-16%	11%	-1%	-1%
CCCCc1c(C)c2ccc(OC)c(/C(C)=N\O)c2oc1=O	-0.3%	-1%	-25%	-4	-21%	2%	16%	-2%	17%	-4%	0%

Screening results: PubChem, National Center for Advancing Translational Sciences (NCATS)
